High-throughput results deposited in PubChem by Broad Institute.
ERp5 block – inhibitors of human ERp5; Q15084; ERp5 insulin aggregation, absorbance 650 nm, 90 min; inhibition, % at 9.99 µM; actives 0.05% (n = 350,000);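 active = mean replicate inhibition above about 25%, with every replicate also reaching it, limit read from the data, passing the limit was not always enough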
Target sequence (Q15084 whole entry, looked up): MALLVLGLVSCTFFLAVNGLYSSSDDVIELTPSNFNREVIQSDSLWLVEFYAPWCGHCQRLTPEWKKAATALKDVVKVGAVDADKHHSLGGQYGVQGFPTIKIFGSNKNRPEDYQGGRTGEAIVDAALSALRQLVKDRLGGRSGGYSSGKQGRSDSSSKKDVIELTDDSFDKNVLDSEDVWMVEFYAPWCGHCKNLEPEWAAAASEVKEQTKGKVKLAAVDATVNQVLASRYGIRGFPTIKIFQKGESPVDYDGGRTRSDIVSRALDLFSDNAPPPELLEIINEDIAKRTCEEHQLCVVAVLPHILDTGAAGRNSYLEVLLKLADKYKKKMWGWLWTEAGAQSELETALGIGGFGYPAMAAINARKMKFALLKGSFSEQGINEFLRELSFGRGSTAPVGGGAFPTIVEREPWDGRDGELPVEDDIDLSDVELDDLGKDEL
RAD52 anneal inh – RAD52 (human) annealing inhibition; inhibition, % at 18.7 µM; actives 0.46% (n = 360,000); recombinant RAD52 DNA annealing, FRET fluorescence;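 active = every replicate showing at least 50% inhibition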
Target sequence (P43351 whole entry, looked up): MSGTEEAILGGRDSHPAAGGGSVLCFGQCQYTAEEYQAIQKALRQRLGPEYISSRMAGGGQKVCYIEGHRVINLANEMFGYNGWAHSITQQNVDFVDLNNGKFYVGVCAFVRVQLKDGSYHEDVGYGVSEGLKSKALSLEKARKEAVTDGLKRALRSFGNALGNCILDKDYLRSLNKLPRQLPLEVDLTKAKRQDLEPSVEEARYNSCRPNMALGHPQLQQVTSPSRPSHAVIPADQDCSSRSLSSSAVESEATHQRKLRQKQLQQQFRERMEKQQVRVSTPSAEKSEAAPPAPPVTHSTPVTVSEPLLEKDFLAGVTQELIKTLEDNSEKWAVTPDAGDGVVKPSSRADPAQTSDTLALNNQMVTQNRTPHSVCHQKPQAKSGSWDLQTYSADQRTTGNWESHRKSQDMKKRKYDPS
RAD54 inh – RAD54 (human) branch migration inhibition. Q92698. RAD54 Holliday junction branch migration, FAM/BHQ fluorescence. inhibition, % at 10.4 µM. actives 0.14% (n = 360,000);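 active = mean normalized replicate activity at least 40 and at least half of replicates scoring 40 or more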;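 also: 0% = median of neutral control wells and 100% = median of positive control wells; inhibitors cause a drop in the FAM fluorescence signal; in these data hits start at about 50%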
XiGFP reactiv – X-chromosome reactivation activator. activation, % at 7.58 µM. actives 0.055% (n = 360,000). XiGFP mouse fibroblasts, % GFP-positive cells imaging, 3 d; cells co-treated with 5-aza-dC sensitizer; scaled so ellipticine positive control = 100%;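 active = mean normalized replicate activation at least 10% and every replicate at or above 10%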;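 also: 0% = median of on-plate neutral control wells and 100% = ellipticine 6 µM median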
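Material: SV40-immortalized XiGFP fibroblast cells, line 68-5-11 | Buffer or medium: DMEM containing 5-aza-dC | Dosing: One concentration, pinned | Times: 3 d treatment, 15 min room-temperature fixation | Controls: Ellipticine 6 µM positive control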
S100A4 MyoIIA – inhibitors of human S100A4 binding to myosin IIA peptide; P26447; S100A4/TAMRA-MyoIIA peptide fluorescence polarization; inhibition, % at 10.7 µM; actives 0.14% (n = 360,000); AID 652163;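 active = mean inhibition of at least 70% across replicates, with every replicate also reaching that level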
Target sequence (P26447 whole entry, looked up): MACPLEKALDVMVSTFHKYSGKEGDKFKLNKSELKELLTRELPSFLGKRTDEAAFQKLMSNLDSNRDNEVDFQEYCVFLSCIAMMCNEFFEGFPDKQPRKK
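Test system: S100A4 monomer protein. Medium: HEPES buffer with Ca2+, pH 7.2. Reagent: fluorescent myosin IIA peptide, 5 nM. Compound dosing: single-point compound testing. Timing: 5 min between mix addition and reading. Benchmarks: DMSO neutral and TFP positive wells.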
esBAF inh – SWI/SNF esBAF complex inhibition; mouse ES cells, Bmi1-luciferase knock-in reporter, 24 h; 100% = twice the neutral-well signal; reporter increase, % at 12.5 µM; actives 2% (n = 350,000); in the data active = activation above about 40%;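 also: 0% = median of the plate's neutral control wells and 100% = double that signal; a rise in the Bmi1 reporter signal indicates esBAF inhibition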
ERAP1 HTS inh – blocks human ERAP1 aminopeptidase activity. AID 652197. inhibition, % at 10.7 µM. Q9NZ08. actives 0.15% (n = 340,000). recombinant ERAP1, Leu-AMC fluorescence, 60 min;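 active = mean replicate inhibition of at least 30%, or all replicates individually reaching that 30% level; inactive = mean below 30% and not every replicate reaching it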;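 also: 0% = neutral control wells and 100% = L-leucinethiol positive control wells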
E-sel inducer – E-selectin induction on HUVECs | actives 0.37% (n = 260,000) | activation, % at 7.58 µM | HUVEC E-selectin immunofluorescence imaging; normalized: neutral wells 0, TNF-alpha wells 100 | P16581;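 active = mean E-selectin-positive cell signal at least 10% of the positive control, reached in at least 60% of replicates, without over 20% cell loss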;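 also: in these data hits start at about 27%; measured in HUVEC primary endothelial cells; signal is the percent of cells scored E-selectin positive by PE staining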
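Read-out basis: % PE-positive cells; Test system: HUVEC primary endothelial cells; Technique: immunofluorescence imaging; Dosing: single-point compound dose.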
The depositor's hits bear a star; / = not tested or not shown; & = joins results of further samples.

Sample of the layout, four compounds:
SMILES	ERp5 block	RAD52 anneal inh	RAD54 inh	XiGFP reactiv	S100A4 MyoIIA	esBAF inh	ERAP1 HTS inh	E-sel inducer
CO[C@H](CN(C)S(=O)(=O)c1ccc(C)cc1)[C@@H](C)CN(C(=O)Nc1ccccc1F)[C@@H](C)CO	-2.2	-10.5	-0.1	0.3	18.3	2.9	-1.5	0.4
CCc1ccc(CN2CCCC(C(=O)Nc3ccc(-c4cscn4)cc3)C2)o1 (configuration not stated)	1.8	-37.6	-5.4	0.0	0.6	0.6	-6.3	/
COc1ccc2cc3cc(C(=O)NC4CC4)sc3nc2c1	1.9	-3.3	-7.9	0.1	-1.1	-57.4	4.8	2.9
O=C(C1CCCC1)N1[C@@H](CO)[C@@H](c2ccccc2)C12CN(CCC(F)(F)F)C2	-2.7	-3.8	/	0.2	-5.8	/	-0.3	0.0

Results, previewed entries included:
SMILES	ERp5 block	RAD52 anneal inh	RAD54 inh	XiGFP reactiv	S100A4 MyoIIA	esBAF inh	ERAP1 HTS inh	E-sel inducer
CO[C@H](CN(C)S(=O)(=O)c1ccc(C)cc1)[C@@H](C)CN(C(=O)Nc1ccccc1F)[C@@H](C)CO	-2.2	-10.5	-0.1	0.3	18.3	2.9	-1.5	0.4
CCc1ccc(CN2CCCC(C(=O)Nc3ccc(-c4cscn4)cc3)C2)o1 (configuration not stated)	1.8	-37.6	-5.4	0.0	0.6	0.6	-6.3	/
COc1ccc2cc3cc(C(=O)NC4CC4)sc3nc2c1	1.9	-3.3	-7.9	0.1	-1.1	-57.4	4.8	2.9
O=C(C1CCCC1)N1[C@@H](CO)[C@@H](c2ccccc2)C12CN(CCC(F)(F)F)C2	-2.7	-3.8	/	0.2	-5.8	/	-0.3	0.0
Cn1nc(C(=O)NNC(=O)Cc2ccc(S(=O)(=O)N3CCOCC3)s2)c2ccccc2c1=O	5.2	-97.5	-4.0	-0.1	0.1	-3.1	0.7	/
CC(=O)Nc1ccc2nc(SCC(=O)NCCOc3ccccc3)sc2c1	0.1	-0.3	/	0.6	-0.7	/	5.5	/
Cc1ccc(C(=O)N2CCN3C(=O)c4ccccc4C23c2ccccc2)cc1 (configuration not stated)	-1.4	7.6	/	0.1	0.3	1.6	-6.2	/
Cc1cc(/C=N/NS(=O)(=O)c2ccc(F)c(Cl)c2)no1	-3.4	-9.2	/	0.0	-1.4	/	/	1.6
COCCCC1CCN(C(=O)C2CCC(=O)N(CCc3cccc(F)c3)C2)CC1 (configuration not stated)	-2.4	-9.5	-4.6	0.0	3.5	-6.1	2.7	0.1
COc1ccc(CN(C)C[C@@H]2OCCCC[C@H](C)Oc3ccc(NS(=O)(=O)c4ccc(F)cc4)cc3C(=O)N([C@@H](C)CO)C[C@H]2C)cc1	7.5	27.4	-0.9	0.0	14.0	-3.8	1.6	/
CCNS(=O)(=O)c1ccc(NC(=O)Nc2ccccc2OC)cc1	-0.2	-11.5	/	0.0	-8.8	/	-10.7	/
COc1ccccc1N1CCN(CCCCOc2ccc(C)cc2C)CC1	5.0	0.1	-1.3	0.1	2.2	1.8	-1.1	/
C=CCn1c(SCC(=O)N2CCN(c3ccc(F)cc3)CC2)nnc1-c1ccco1	-0.6	-7.1	-10.3	0.3	-1.2	-41.2	-1.6	-0.1
COc1ccc(-c2c(C)c3ccc(O)cc3oc2=O)cc1	-1.9	-15.7	-1.3	0.2	1.2	39.5	-49.8	/
CSCC[C@H](NC(=O)c1cccc(S(=O)(=O)N2CCCCC2)c1)c1nc2ccccc2[nH]1	2.9	-1.7	/	0.2	18.8	-3.2	-3.6	0.0
CC(=O)NC(Cc1ccccc1F)C(=O)NC1CCN(S(=O)(=O)c2ccccc2)CC1 (configuration not stated)	0.6	-5.5	6.1	0.0	-5.7	-2.9	1.4	/
CCOC(=O)[C@H]1[C@H]2COc3ccc(C)cc3[C@@H]2N2C(=O)c3ccc(Cl)cc3NC(=O)[C@@]12C	-3.8	-7.3	1.3	0.0	5.1	-1.7	-1.7	-0.1
NS(=O)(=O)c1cccc(NC(=O)COC(=O)C2CCN(S(=O)(=O)c3cccs3)CC2)c1	8.4	-7.1	-8.1	0.0	0.0	-11.7	-0.4	/
Cn1ccc2c(-c3ccc(C(N)=O)cc3)cc3c(c21)C1CCC3C1 (configuration not stated)	2.2	-7.7	-3.4	0.2	-2.0	4.2	/	3.8
C=CCC[C@@H](Cc1ccc(F)cc1)C(=O)OCCNC(=O)[C@H](CC=C)CC(=O)NCCO	2.6	-1.3	-14.9	0.1	-5.0	-3.7	0.0	-0.8
O=S1(=O)CCN(Cc2cccc(C(F)(F)F)c2)CC1	-5.6	-3.5	/	0.0	6.5	/	-1.7	/
O=C(Nc1ccc(Nc2ccccc2)cc1)c1ccccc1F	-7.1	-1.2	2.1	0.0	-0.9	52.1*	-2.2	/
CCCCCCSc1ccc([C@@H]2[C@H]3C(=O)N(C)C(=O)[C@H]3[C@]3(C(=O)OC)CCCCN23)cc1	5.2&4.7	-244.6&-108.7	-14.1	1.3	-3.3&-8.8	-0.6	1.1&-4.2	0.1
COc1cccc(CNC(=O)c2ccc(C3SCCS3)cc2)c1	-0.1	1.5	-6.3	0.1	-3.8	1.6	0.2	0.0
COc1cc(CC(=O)OCC(=O)Nc2ccccc2C#N)cc(OC)c1OC	-6.4	-3.2	-0.6	-0.1	-1.8	-0.8	0.8	7.4
CC1(c2nnc(Cc3ccccc3)o2)CC(c2cccc(Cl)c2)=NO1 (configuration not stated)	-0.4	-11.9	-0.1	0.1	-0.3	-0.4	-2.8	1.6
O=C(NCCc1ccc(F)cc1)c1ccc(Cl)c(S(=O)(=O)N2CCOCC2)c1	-10.5	-0.9	/	0.1	-3.2	27.0	1.6	-1.0
COC(=O)COc1c(/C=C\c2nc(O)c([N+](=O)[O-])c(=O)[nH]2)cccc1OC	0.7	-10.2	-9.2	0.2	-1.1	-11.6	-2.2	-0.1
O=C(NC(=S)N1CCN(c2ccccc2)CC1)c1ccco1	-2.2	-21.1	-7.5	-0.1	0.2	3.9	-3.0	/
COC(=O)c1onc(-c2c(Cl)cccc2Cl)c1C(=O)OC	1.8	-2.4	3.9	0.0	-1.4	/	-0.3	1.4
C[C@@H]1CN([C@H](C)CO)C(=O)CCCn2nncc2CO[C@H]1CN(C)Cc1ccc2cccnc2c1	-2.6&-8.8	6.3&6.3	3.0&1.6	0.0&0.0	-0.2&1.3	-1.6&4.7	20.7&-1.4	-0.1
C[C@H](CO)N1C[C@H](C)[C@H](CN(C)C)Oc2ccc(NC(=O)Nc3ccccc3)cc2CC1=O	4.3	11.1	3.5	-0.1	-8.2	-2.3	-1.4	273.5*
COc1ccc2c3c([nH]c2c1)[C@@H](CO)N(C(=O)C1CCOCC1)CC31CN(Cc2cccc(F)c2)C1	-2.4	3.6	/	0.4	-0.7	/	3.4	-0.1
CCN(CC)CCNC(=O)c1ccc(-n2c(C)cc3c2CCCC3=O)cc1	6.9	35.6	/	0.1	0.4	/	3.4	/
COc1ccc(S(=O)(=O)Nc2ccc3c(c2)CC(=O)N([C@H](C)CO)C[C@@H](C)[C@H](CN(C)C(=O)Nc2ccccc2)O3)cc1	-0.4	10.9	3.1	0.1	28.1	1.7	-2.4	-0.1
COc1ccc(-c2nc(C3CCCCC3)c3cc(OC)ccc3n2)cc1	-1.4	-6.3	3.8	0.0	0.2	1.2	1.6	1.3
C[C@H]1CN([C@@H](C)CO)C(=O)c2cc(C#CC3CCCC3)cnc2O[C@H]1CN(C)C(=O)Cc1ccccn1	2.9&-0.6&0.4	-6.1&-9.8&-10.0	5.4&-7.6&2.5	-0.1&-0.6	1.7&-16.8&-5.4	-6.4&0.8&-3.4	-2.2&0.5&1.1	-0.1&-0.1
COc1ccc(NC(=O)N2CCCC(c3nc(-c4ccc(F)cc4)no3)C2)cc1 (configuration not stated)	4.9	0.5	/	-0.1	4.4	/	-1.2	3.0
Cn1c(=O)oc2cc(S(=O)(=O)N3CCCCC3)ccc21	6.4	-1.7	4.1	0.0	1.2	-3.4	3.4	0.1
CN1C(=O)NC(c2ccccc2)C2=C1CN(Cc1ccco1)C2=O (configuration not stated)	0.2	-6.6	-2.3	0.3	4.6	1.3	2.0	0.0
Cc1[nH]c2ccccc2c1/C=N/NC(=O)c1cccc(F)c1	1.1	-9.9	/	0.0	-4.3	/	2.7	4.4
CCOC(=O)C1C(=O)CC(C)(O)C(C(=O)OCC)C1c1ccc(NC(C)=O)cc1 (configuration not stated)	0.7	-1.0	/	0.3	-4.0	/	-10.1	-2.5
CC(C)CN1C(=O)c2ccc(NC(=O)Cc3ccccc3)cc2C1=O	0.8	-6.0	/	0.0	0.1	/	3.5	3.3
CC(Sc1nnnn1C)C(=O)Nc1nc(-c2ccc(F)c(F)c2)cs1 (configuration not stated)	-7.2	-3.4	/	-0.1	-4.8	10.3	-3.9	/
CCN(CC)C(=O)C1=C(C)N(CCCOC)C(=O)C(CC(=O)NCCc2ccccn2)C1 (configuration not stated)	-0.8	-3.4	12.4	0.4	-5.3	-0.3	-2.4	0.1
COc1ccc(C(NC(=O)c2ccc(F)cc2)c2ccccc2)cc1 (configuration not stated)	-1.5	-1.3	/	0.0	2.5	/	3.0	/
COc1ccc(CNC(=O)COc2cccnc2[N+](=O)[O-])cc1	-1.1	-0.4	6.5	0.0	0.7	-4.5	-2.0	0.1
COc1ccc(NC(=O)Nc2ccc3c(c2)C(=O)N([C@H](C)CO)C[C@@H](C)[C@H](CN(C)CC2CCCCC2)O3)cc1	-7.3	8.3	0.2	0.0	-19.2	-0.1	1.1	-7.5
C[C@@H]1CN([C@H](C)CO)S(=O)(=O)c2ccc(-c3ccc(C#N)cc3)cc2O[C@H]1CN(C)Cc1ccccn1	2.3	0.4	-4.2	-0.6	-2.0	2.7	/	-0.1
COc1cc([N+](=O)[O-])ccc1NC(=O)/C=C\C(=O)O	4.0	-17.7	/	0.0	1.3	/	-0.3	/
O=[N+]([O-])c1cccc(/C=N/Nc2ccccn2)c1	1.0	-2.9	/	0.0	-0.3	/	-5.1	-0.8
Cc1cc(C)c[n+](CC(=O)c2ccc(C)c([N+](=O)[O-])c2)c1	15.4	5.4	8.8	0.0	-1.2	-5.7	-1.3	/
C[C@@H]1CCCCO[C@H](CN(C)C(=O)NC2CCCCC2)[C@@H](C)CN([C@H](C)CO)C(=O)c2cc(NC(=O)Nc3ccc(F)cc3)ccc2O1	-2.4	-30.4	5.1	0.0	-12.1	-4.6	0.1	0.0
COc1ccc(C(CNC(=O)c2cccc(NS(=O)(=O)c3ccc(Br)cc3)c2)N(C)C)cc1 (configuration not stated)	4.4	-14.4	0.0	0.0	-5.8	-6.0	2.1	-0.2
CCCC(=O)Nc1ccc2c(c1)C(=O)N(C)[C@H]1CC[C@H](CC(=O)Nc3ccccc3)O[C@H]1CO2	4.3	4.2	-3.2	0.1	10.5	4.8	-0.9	0.2
Cc1cc[n+](-c2ccccc2)c2ccccc12	-0.3	21.9	3.9	0.0	-2.2	-21.7	2.1	2.0
C[C@H](CO)N1C[C@H](C)[C@@H](CN(C)S(=O)(=O)c2cccs2)Oc2ccc(NC(=O)c3ccncc3)cc2C1=O	-3.2&-5.1	-7.0&-18.3	8.4&-6.2	-0.8&0.0	-47.8&-7.1	-1.1&-7.8	2.6&-0.3	-0.1&0.1
CC1CCN(C(=O)Cn2ncc3c4ccccc4n(C)c3c2=O)CC1	4.8	2.5	-1.5	0.5	-0.3	6.7	/	-0.2
